Compound activity deposited in PubChem BioAssay by several laboratories.
IMP-1 inhibitor: IMP-1 metallo-beta-lactamase inhibitors, primary screen, biochemical, epi-absorbance readout, Pseudomonas aeruginosa enzyme; purified IMP-1, nitrocefin hydrolysis, epi-absorbance fluorescence; 290,000 tested, 0.45% active; AID 1556, 2009; metallo-beta-lactamase IMP-1 (Pseudomonas aeruginosa); inhibition, % at 5.6 µM;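 active means inhibition above the mean plus 3 SD of all compounds in the same screening run, cut at about 4.5% in these data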;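 further: 0% = IMP-1 with DMSO and 100% = DMSO wells lacking enzyme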
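Test system: recombinant IMP-1 enzyme, purified / Medium: HEPES buffer pH 7.1 with ZnSO4 and Brij 35 / Doses: single dose, 5.6 µM / Times: 25 °C, 15 min preincubation, 25 min reaction / Detection: Epi-absorbance via hydrolysed-nitrocefin quenching of white-plate fluorescence, 480/530 nm, EDTA stop / Evaluation: percent inhibition from optical density relative to buffer-blank wells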
NS3 helicase inh: inhibitors of HCV NS3 helicase, primary screen, biochemical, Cy5 molecular beacon fluorescence | Hepatitis C virus NS3 helicase | 290,000 tested, 0.56% active | NS3 helicase DNA unwinding | inhibition, % at 10.9 µM | AID 1800, 2009;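 active means inhibition above the mean of all tested compounds plus 3 SD, set per campaign, cut at about 35% in these data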;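 further: 0% = DMSO wells and 100% = thioflavine S control wells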
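test system = hepatitis C virus NS3 helicase domain fragment enzyme | reagent = annealed dual-labelled DNA beacon duplex, ATP-started | times = 1 h at 25 °C | detection = Cy5 fluorescence, 0 and 60 min reads | read-out basis = percent inhibition from t60/t0 fluorescence ratio | control set = DMSO and thioflavine S | replication = one well per compound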
VIM-2 inh: VIM-2 metallo-beta-lactamase inhibitors, primary screen, biochemical, epi-absorbance readout, Pseudomonas aeruginosa enzyme; purified VIM-2, nitrocefin hydrolysis, epi-absorbance fluorescence; inhibition, % at 5.6 µM; 290,000 tested, 0.89% active;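 active means inhibition above the mean of all tested compounds plus 3 SD, cutoff set per screening run, cut at about 7.5% in these data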;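 further: red hydrolysis product quenches plate fluorescence so inhibitors raise well fluorescence; 0% = enzyme with DMSO and 100% = DMSO without enzyme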
p-CIP stab down: p/CIP-EGFP fusion destabilizers, primary screen, fluorescence, F442A cells | 290,000 tested, 0.01% active | decrease of EGFP signal, % at 10 µM | Q05BA5 | 16 h;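 active means EGFP signal decrease of at least 30% at 10 µM or well 3 SD below plate mean, unless failing retest; inactive means the rest, including hits failing retest or dose response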; further: some compounds called inactive have numbers as strong as hits; many of its hits are not listed in these tables
DNA FID counter: compounds displacing fluorescent DNA intercalator, primary screen, artefact control for HCV NS3 helicase inhibitor project, biochemical, FID fluorescence. DNA fluorescent intercalator displacement. inhibition, % at 7.9 µM. 290,000 tested, 0.17% active; in the data active means inhibition above about 37%;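 further: 0% = vehicle and 100% = reference compound; higher means more ethidium bromide displaced from hairpin DNA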
IDE cell activ: human IDE activators in live cells, primary screen, fluorescence polarization, HEK cells, FAbeta-B substrate; FAbeta-B cleavage; 0% vehicle, 100% cell-free pure enzyme wells; activation, % at 5.96 µM; 340,000 tested, 0.073% active; Insulin-degrading enzyme (Homo sapiens), P14735; AID 493087, 2011;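 active means activation above the mean of all tested compounds plus 3 SD, set per screening campaign, cut at about 17% in these data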
MEKK3 PB1 HTS: modulators of MEKK3-MEK5 PB1 binding, primary screen, biochemical, wildtype MEKK3, multiplex bead flow cytometry, Alexa488-MEK5; Mitogen-activated protein kinase kinase kinase 3 (Homo sapiens), Q99759; bead-based flow cytometry, Alexa488-MEK5 binding to MEKK3; actives lie on both sides; 0 = blocked by unlabeled MEK5, 100 = vehicle; binding response (% of control), % at 10 µM; 290,000 tested, 1.4% active;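 active means binding response more than 3 SD above or below the average of its plate-row segment, actives on both sides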;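 further: Alexa488 bead fluorescence after subtracting the streptavidin-only scavenger bead signal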
Target sequence (Q99759 whole entry, looked up): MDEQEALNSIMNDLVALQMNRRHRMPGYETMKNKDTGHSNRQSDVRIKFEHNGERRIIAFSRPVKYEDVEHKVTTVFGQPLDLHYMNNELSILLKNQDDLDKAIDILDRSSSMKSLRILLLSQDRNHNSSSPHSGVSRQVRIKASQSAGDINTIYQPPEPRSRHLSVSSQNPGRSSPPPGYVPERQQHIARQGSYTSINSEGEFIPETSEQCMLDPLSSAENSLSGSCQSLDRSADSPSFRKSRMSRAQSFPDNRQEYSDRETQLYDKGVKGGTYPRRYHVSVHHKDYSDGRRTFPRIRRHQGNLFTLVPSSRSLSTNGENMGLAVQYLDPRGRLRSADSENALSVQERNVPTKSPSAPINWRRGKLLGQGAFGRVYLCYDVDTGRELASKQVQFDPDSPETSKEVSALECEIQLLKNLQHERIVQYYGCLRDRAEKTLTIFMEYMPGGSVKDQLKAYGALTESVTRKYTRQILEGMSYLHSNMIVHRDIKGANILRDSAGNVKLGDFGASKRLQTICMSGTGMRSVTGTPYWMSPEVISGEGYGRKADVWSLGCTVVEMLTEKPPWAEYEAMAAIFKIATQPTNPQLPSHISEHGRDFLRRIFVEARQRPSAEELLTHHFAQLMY
PHOSPHO1 block: PubChem AID 1565. Phosphoethanolamine/phosphocholine phosphatase (Homo sapiens), Q8TCT1. recombinant PHOSPHO1, absorbance phosphatase assay. inhibition, % at 13.3 µM. 290,000 tested, 1.1% active; in the data active means inhibition above about 60%
Target sequence (Q8TCT1 whole entry, looked up): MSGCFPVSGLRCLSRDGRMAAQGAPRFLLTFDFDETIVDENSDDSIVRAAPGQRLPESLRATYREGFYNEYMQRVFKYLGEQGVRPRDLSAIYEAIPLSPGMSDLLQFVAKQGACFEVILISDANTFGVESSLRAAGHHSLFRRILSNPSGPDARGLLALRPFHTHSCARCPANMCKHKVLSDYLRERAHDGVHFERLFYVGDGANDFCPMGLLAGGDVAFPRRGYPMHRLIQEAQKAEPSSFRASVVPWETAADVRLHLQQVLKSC
UBC9 SUMO inh: inhibitors of in vitro SUMOylation cascade, primary screen, biochemical, HTRF, uHTS; SUMO-conjugating enzyme UBC9 (Homo sapiens), P63279; inhibition, % at 35 µM; HTRF SUMOylation assay, SAE1/SAE2 + UBC9; 290,000 tested, 0.36% active; in the data active means inhibition above about 50%, passing the limit was not always enough; further: strong numbers were not always called active
Target sequence (P63279 whole entry, looked up): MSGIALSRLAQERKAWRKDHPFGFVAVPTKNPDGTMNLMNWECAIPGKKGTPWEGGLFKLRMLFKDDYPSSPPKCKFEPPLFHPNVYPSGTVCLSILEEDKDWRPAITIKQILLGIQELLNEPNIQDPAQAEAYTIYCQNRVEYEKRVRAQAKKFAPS
Active calls of the source: *; x = not tested or not shown. The list is partial; rates above refer to the full screens.

SMILES	IMP-1 inhibitor	NS3 helicase inh	VIM-2 inh	p-CIP stab down	DNA FID counter	IDE cell activ	MEKK3 PB1 HTS	PHOSPHO1 block	UBC9 SUMO inh
O=C(CN1C(=O)NC(c2ccccc2)(c2ccccc2)C1=O)Nc1ccc2[nH]c(=O)[nH]c2c1	-3.5	-16.6	-2.5	-1.8	-10.0	8.7	100.0	-1.6	-10.1
CCOc1nc(C)cc(COC)c1C(N)=O	-1.6	4.5	-2.0	7.2	-0.1	1.7	104.0	-0.9	-2.9
CCOc1ccc(N(CC(=O)N2CCOCC2)S(=O)(=O)c2ccc(Cl)cc2)cc1	-3.4	-9.1	-0.4	31.2	-27.5	-2.3	95.0	30.5	-16.6
COc1ccc(NC(=O)C2C3C=CC(C3)C2C(=O)NCc2ccccn2)c(OC)c1 (stereo not given)	-2.1	-8.9	-0.3	-2.1	-3.3	-5.0	107.0	-19.8	-8.0
O=C(c1cc2c(s1)-c1ccccc1OC2)N1CCN(c2ccccc2)CC1	3.4	1.0	-3.2	-21.7	-9.2	3.7	104.0	-5.3	12.9
CCCOc1ccc(CCC(=O)N/N=C/c2ccc([N+](=O)[O-])o2)cc1	-1.5	2.5	-5.1	-1.6	-18.0	-2.5	102.0	28.5	13.8
O=C(O)C1C2CCC(C2)C1C(=O)NCCC1=CCCCC1 (stereo not given)	-0.1	5.9	-1.8	1.7	-0.7	2.1	104.0	1.4	-4.2
COc1ccc(NC(=O)C(NC(=O)OC(C)(C)C)C(C)OCc2ccccc2)cc1 (stereo not given)	-0.2	-2.1	0.3	-7.5	-20.8	2.3	99.0	6.0	30.4
OCc1nc2ccccc2n1/N=C/c1cccs1	-3.4	24.3	-2.0	-10.7	-6.7	4.2	100.0	32.2	9.3
COc1cccc(/C=C2\CC(C)Cc3c2nc2ccccc2c3C(=O)O)c1OC (stereo not given)	-2.3	7.9	-0.7	4.4	-30.3	0.8	100.0	26.9	9.1
COc1ccccc1C(=O)Nc1cc(C)c(OCC(=O)N2CCOCC2)c(C)c1	-3.0	3.8	-1.3	-12.3	-37.6	-1.9	100.0	17.6	14.5
CSCCC(NC(=O)/C(=C\c1ccco1)NC(=O)c1ccco1)C(=O)O (stereo not given)	-4.1	5.0	-3.0	-10.6	-2.6	-1.3	112.0	x	18.6
Cc1cc(NC(=O)C(C)C)ncc1NC(=O)CCc1ccccc1	-1.1	0.7	0.4	x	-5.5	7.5	113.0	x	x
O=C(Cn1cc[n+](CC(=O)c2ccccc2)c1)c1ccccc1	-0.5	-59.1	-0.2	-11.6	32.7	5.1	98.0	8.9	-12.4
CCCCOC(=O)n1c(=S)oc2cc(Cl)ccc21	-3.1	6.8	-3.8	-2.0	3.2	-5.9	113.0	28.7	0.9

Sorted by the number under NS3 helicase inh (largest number first): 3 from the list above.
SMILES	IMP-1 inhibitor	NS3 helicase inh	VIM-2 inh	p-CIP stab down	IDE cell activ	MEKK3 PB1 HTS	PHOSPHO1 block	UBC9 SUMO inh
COc1cccc(/C=C2\CC(C)Cc3c2nc2ccccc2c3C(=O)O)c1OC (stereo not given)	-2.3	7.9	-0.7	4.4	0.8	100.0	26.9	9.1
CCOc1nc(C)cc(COC)c1C(N)=O	-1.6	4.5	-2.0	7.2	1.7	104.0	-0.9	-2.9
O=C(CN1C(=O)NC(c2ccccc2)(c2ccccc2)C1=O)Nc1ccc2[nH]c(=O)[nH]c2c1	-3.5	-16.6	-2.5	-1.8	8.7	100.0	-1.6	-10.1

Later entries.
SMILES	IMP-1 inhibitor	NS3 helicase inh	VIM-2 inh	p-CIP stab down	DNA FID counter	IDE cell activ	MEKK3 PB1 HTS	PHOSPHO1 block	UBC9 SUMO inh
O=C(NCC1CCCO1)C(=O)N/N=C\c1ccc2c(c1)OCO2 (stereo not given)	-3.3	-9.2	-2.8	-13.4	-8.6	-3.4	102.0	32.2	10.8
CSc1ccc(/C=C2/C(=N)N3N=C(CC(=O)N4CCCC4)SC3=NC2=O)cc1	-0.5	11.5	-0.1	-1.7	-18.3	6.6	97.0	27.6	6.4
COc1cccc(-n2ccnc2SCC(=O)Nc2nccs2)c1	-0.6	-1.8	-2.5	-8.0	-4.1	2.8	106.0	31.5	17.0
CCCN1CCC(=O)N([C@H](CSc2ccc(C)cc2)CC(C)C)CC1	x	x	x	-14.5	x	4.3	64.0	25.1	-2.7
CCOC(=O)c1sc(NC(=O)CCN2C(=O)c3ccccc3C2=O)c(C(=O)OCC)c1C	0.0	-0.6	2.0	-9.7	-4.8	-4.6	97.0	-23.9	-6.9
COc1ccccc1N(CC(O)Cn1c(C)nc2ccccc21)S(=O)(=O)c1ccccc1 (stereo not given)	-2.8	-10.5	-3.4	-4.7	2.6	4.4	105.0	-12.0	4.9
CN1CCN(C(=S)Nc2ccc([N+](=O)[O-])cc2)CC1	-1.6	-1.6	-1.2	-8.8	3.7	3.8	x	-0.1	2.3
CCOc1cc(S(=O)(=O)N2CCCCC2)ccc1F	-0.1	12.5	0.6	-6.9	-9.6	-4.5	106.0	22.8	5.9
CCCn1c(SCC(=O)Nc2cccc(Cl)c2Cl)n[nH]c1=O	-3.1	5.2	-3.1	2.4	-11.8	5.3	102.0	-21.2	4.3
Cc1cccc(C(=O)NNC(=O)c2c(O)c3ccccc3n(C)c2=O)c1	1.7	-7.4	0.7	-7.0	-20.6	3.9	94.0	16.0	15.9
O=C(CSc1n[nH]c(=O)n1C1CC1)c1ccc2c(c1)OCCO2	-2.5	5.9	-1.7	-12.0	-8.8	x	104.0	7.9	12.5
Cc1cccc(C)c1NC(=O)CSc1nnc(C2CCCCC2)o1	-2.6	-0.3	-4.0	-13.3	-22.6	2.1	104.0	26.5	0.6
CCOC(=O)c1cc(-c2ccc(F)cc2)n(CC(=O)NCc2ccccn2)c1C	-3.3	0.4	-4.6	3.4	-6.2	6.1	96.0	8.6	29.4
O=c1[nH]c2ccccc2c2cn(-c3ccccc3)nc12	-3.8	-10.9	5.7	2.9	-17.7	0.1	100.0	14.3	3.8
COC(=O)c1ccc(NC(=O)NC2CCCCC2)cc1	-0.6	-6.8	-1.4	-5.2	-8.4	5.7	104.0	8.4	-0.9
O=C(NC(Cc1c[nH]c2ccccc12)C(=O)O)c1ccco1 (stereo not given)	-1.2	5.2	-2.0	-0.9	-1.0	3.0	118.0	6.3	-14.8
COc1ccc(S(=O)(=O)N(C)c2ccc(C(=O)NCCC(C)C)cc2)cc1	-2.2	-5.6	0.4	-10.5	-29.8	-0.2	103.0	-24.5	14.3
O=c1cc(CSc2nnc(-c3ccco3)o2)c2ccccc2[nH]1	0.8	-7.4	-0.3	12.2	-8.4	-4.8	99.0	32.0	-2.7
Cc1cc(=O)n2[nH]c(-c3cccc(Cl)c3)cc2n1	-2.8	1.8	-1.1	14.7	-1.5	1.1	108.0	31.3	-3.5
C=CCN1C(=O)C(CC(=O)O)SC1=Nc1cccc([N+](=O)[O-])c1 (stereo not given)	-1.1	-8.5	0.2	10.0	-4.5	-1.1	97.0	35.9	18.9
O=S(=O)(c1cc(Cl)ccc1Cl)N1CCN(c2ccccn2)CC1	-1.3	7.8	-1.4	-8.3	-19.5	5.9	102.0	27.9	10.3
O=C(CN1C2=NCCCN2c2ccccc21)c1ccc2c(c1)OCO2	0.8	-2.5	0.0	-5.3	9.6	-2.4	107.0	-7.5	28.8
Cc1ccccc1CNC(=O)Nc1ccc(Cl)cc1	0.8	-6.4	-1.2	-10.2	-1.5	7.2	97.0	x	6.7
COc1ccc(CCN(C)c2ccc(S(=O)(=O)N3CCCC3)cc2[N+](=O)[O-])cc1OC	-3.2	-3.2	-3.1	-16.1	-21.1	4.8	92.0	4.1	7.3
CCn1c(=O)cc(SCC(=O)N2CCOCC2)c2ccccc21	-1.9	9.9	-1.5	5.1	-16.4	2.0	101.0	-0.5	-11.5
COc1cccc(CNC(=O)CCC2CCCN(C(=O)CCC(F)(F)F)C2)c1 (stereo not given)	-0.2	-1.5	0.7	4.5	-6.0	0.3	101.0	22.6	9.5
CCN1CCN(C(=O)c2ccccc2N(C)S(=O)(=O)c2ccc(C)cc2)CC1	-1.9	-1.1	-3.8	-11.6	0.6	0.2	92.0	21.5	7.3
C[C@@H](C(=O)NCCc1ccccc1)N1C(=O)N2CCc3c([nH]c4ccccc34)[C@@]2(C)C1=O	-1.7	-34.7	-2.1	5.6	-36.4	0.8	97.0	18.2	-4.8
COc1cc2c(cc1OC)CN(S(C)(=O)=O)CC2	-3.7	13.1	-1.4	-10.1	-2.1	8.5	102.0	10.6	11.7
COC(=O)N/N=C/c1ccccc1Cl	-1.5	14.1	-2.2	-0.8	-2.3	1.6	106.0	48.9	8.2
O=C(NC1(N2CCOCC2)CC1)c1ccc(Cl)cc1	0.1	4.4	1.4	0.1	-4.4	2.0	105.0	31.6	5.0
Cc1nc(N2CCN(c3ccccn3)CC2)c2c(C)c(C(=O)N3CCN(c4cccc(Cl)c4)CC3)sc2n1	-3.7	-26.0	-1.1	-9.5	-7.7	-0.7	99.0	40.0	-25.5
O=C(NCCCN1CCOCC1)c1cccc(S(=O)(=O)Nc2cc(Cl)ccc2Cl)c1	-3.7	-13.5	-2.4	-6.8	5.6	1.2	110.0	-6.7	14.9
CCC(C)Sc1nnc(-c2c[nH]c3ccccc23)n1CCOC (stereo not given)	-1.2	1.6	1.9	6.1	-21.7	-5.3	104.0	61.5*	-30.3
O=C(CCn1c(=S)[nH]c2cc3c(cc2c1=O)OCO3)NCc1ccc(Cl)cc1	0.8	-7.0	-2.2	-0.1	-5.4	0.5	97.0	17.1	37.8
Cc1ccc(C(=O)Cn2cncn2)cc1	-3.4	-3.1	-2.3	-2.0	4.5	6.7	103.0	19.5	15.6
Nc1nnc(N)c2ccccc12	-0.2	-20.0	-3.2	21.2	0.0	4.9	101.0	28.0	15.3
COc1ccc(-n2c(SCC(=O)Nc3ccccc3OC)nc(O)c(Cc3ccccc3)c2=O)cc1	3.7	-13.1	0.0	4.6	-60.8	6.3	95.0	34.4	-7.7
Cc1cccc(Cn2c(N3CCN(C)CC3)nc3c2c(=O)[nH]c(=O)n3C)c1	-1.1	9.5	-1.1	-7.0	-8.6	1.8	96.0	2.6	-1.1
CC(=O)c1c(C)[nH]c(C(=O)OCC(=O)Nc2ccc(C)cc2[N+](=O)[O-])c1C	-3.0	-1.3	-2.1	-5.5	-1.5	1.9	97.0	-4.0	-8.6
O=C(Nc1cc2cc([N+](=O)[O-])ccc2oc1=O)c1cccs1	-3.3	1.1	-1.9	6.6	4.0	x	97.0	12.3	2.5
